Source: PubChem
S100A4 inh HTS: inhibitors of human S100A4 binding to myosin IIA peptide | S100A4/TAMRA-MyoIIA peptide fluorescence polarization | inhibition, % at 10.7 µM | 360,000 compounds, 0.14% hits;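 active = mean inhibition of at least 70% across replicates, with every replicate also reaching that level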
Target sequence (P26447 whole entry, looked up): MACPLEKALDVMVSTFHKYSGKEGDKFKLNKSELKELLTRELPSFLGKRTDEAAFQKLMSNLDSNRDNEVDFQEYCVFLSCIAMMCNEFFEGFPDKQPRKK
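Material: S100A4 monomer protein | Medium: HEPES pH 7.2 with CaCl2, KCl, NaCl, DTT, Triton | Reagent: Labelled myosin peptide probe, 5 nM | Doses: One dose per compound | Times: 5 min incubation before reading | Benchmarks: Neutral control DMSO, positive control TFP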
RAD54 branch: inhibitors of human RAD54 branch migration; Q92698; RAD54 Holliday junction branch migration, FAM/BHQ fluorescence; inhibition, % at 10.4 µM; 360,000 compounds, 0.14% hits;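 active = mean normalized replicate activity at least 40 and at least half of replicates scoring 40 or more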;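 note: 0% = median of neutral control wells and 100% = median of positive control wells; inhibitors cause a drop in the FAM fluorescence signal; in these data hits start at about 50%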
EWS-Fli inh: EWS/Fli transcriptional activity inhibition | A673 NR0B1-luciferase reporter, viability-normalised | inhibition, % at 12.6 µM | 350,000 compounds, 0.67% hits;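 active = mean inhibition of at least 50% after viability correction, with every replicate also passing that limit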;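 note: firefly luciferase signal divided by Alamar Blue viability fluorescence both relative to DMSO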
esBAF inh: blocks esBAF chromatin remodeling in mouse ES cells. AID 602393. 350,000 compounds, 2% hits. Bmi1-luciferase knock-in reporter, 24 h; 100% = twice the neutral-well signal. reporter increase, % at 12.5 µM; in the data active = activation above about 40%;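 note: 0% = median of the plate's neutral control wells and 100% = double that signal; a rise in the Bmi1 reporter signal indicates esBAF inhibition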
FN deposition inh: fibronectin deposition inhibition | AH1F fibroblasts, Alexa488-fibronectin deposition fluorescence, overnight | inhibition, % at 12.6 µM | 350,000 compounds, 0.086% hits | AID 743247;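 active = mean inhibition across replicates of 30% or more, regardless of how many single replicates reach that level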;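 note: positive control wells lacked labelled fibronectin entirely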
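Assay system: AH1F fibroblast monolayer, labelled fibronectin deposition. Amount: 10000 cells per well. Also added: labelled fibronectin 24 nM. Compound: single-point pinned compound. Incubation: cell attachment 1 h, compound and FN exposure overnight. Detection: fluorescence after three HBSS washes, excitation 485 nm, emission 525 nm. Read-out: inhibition of fibronectin deposition signal.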
RAD52 inh: blocks human RAD52 DNA annealing; recombinant RAD52 DNA annealing, FRET fluorescence; AID 651710; P43351; 360,000 compounds, 0.46% hits; inhibition, % at 18.7 µM;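 active = every replicate showing at least 50% inhibition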
Target sequence (P43351 whole entry, looked up): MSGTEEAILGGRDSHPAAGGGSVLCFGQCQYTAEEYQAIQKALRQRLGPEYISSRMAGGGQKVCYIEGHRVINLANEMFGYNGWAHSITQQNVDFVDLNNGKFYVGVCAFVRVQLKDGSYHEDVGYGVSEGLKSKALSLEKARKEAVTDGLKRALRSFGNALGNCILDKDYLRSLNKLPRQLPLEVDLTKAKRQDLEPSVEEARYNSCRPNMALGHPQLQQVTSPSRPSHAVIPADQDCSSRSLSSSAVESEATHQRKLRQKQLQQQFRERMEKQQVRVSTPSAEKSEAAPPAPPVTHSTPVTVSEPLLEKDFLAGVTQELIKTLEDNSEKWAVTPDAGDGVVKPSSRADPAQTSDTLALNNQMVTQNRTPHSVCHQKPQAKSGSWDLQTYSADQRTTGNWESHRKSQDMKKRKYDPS
E-sel inducer: induces E-selectin expression in human endothelial cells; P16581; HUVEC E-selectin immunofluorescence imaging; normalized: neutral wells 0, TNF-alpha wells 100; activation, % at 7.58 µM; 260,000 compounds, 0.37% hits;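 active = mean E-selectin-positive cell signal at least 10% of the positive control, reached in at least 60% of replicates, without over 20% cell loss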;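 note: in these data hits start at about 27%; measured in HUVEC primary endothelial cells; signal is the percent of cells scored E-selectin positive by PE staining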
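Read-out: % PE-positive cells | Test system: HUVEC | Doses: One compound dose added by pin transfer | Buffer or medium: EGM-2 over gelatin coat | Signal: Immunofluorescence imaging | Benchmarks: TNF-alpha, DMSO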
XiGFP reactiv: activators of X-chromosome reactivation in mouse fibroblasts; XiGFP mouse fibroblasts, % GFP-positive cells imaging, 3 d; cells co-treated with 5-aza-dC sensitizer; scaled so ellipticine positive control = 100%; activation, % at 7.58 µM; 360,000 compounds, 0.055% hits; AID 743238;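 active = mean normalized replicate activation at least 10% and every replicate at or above 10%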;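 note: 0% = median of on-plate neutral control wells and 100% = ellipticine 6 µM median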
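System: XiGFP fibroblasts, SV40-immortalized. Medium: DMEM plus 5-aza-dC sensitizer. Doses: single point. Timing: 3 d treatment, 15 min room-temperature fixation. Control set: ellipticine 6 µM.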
Numbers without * were called inactive; x = no result given. Outcome played no part in choosing rows. About 3% of those tested had a hit in this group.

SMILES	S100A4 inh HTS	RAD54 branch	EWS-Fli inh	esBAF inh	FN deposition inh	RAD52 inh	E-sel inducer	XiGFP reactiv
COc1cccc(NC(=O)N2C[C@@H](O)COC[C@H]3O[C@@H](CC(=O)NC4Cc5ccccc5C4)CC[C@@H]32)c1	3	3	-4	-1	-2	-3	0.1	0.4
CC(C)CCNC(=S)Nc1ccccc1F	-1	-2	10	x	-4	-13	x	0.0
C[C@H](CO)N1C[C@H](C)[C@H](CN(C)Cc2ccncc2)Oc2ncc(C#CCC3CCCC3)cc2C1=O	10	-10	4	5	15	12	-4.3	0.4
COCC(=O)N1[C@@H]2CN(C(=O)NC(C)C)c3ccccc3[C@@H]2[C@@H]1CO	2	2	-4	-5	x	-1	1.0	0.4
COc1ccc(CNc2ccccn2)c(O)c1	-4	-13	-6	-4	4	-14	0.1	0.1
Cc1nn(-c2ccccc2)c2nc(Cl)c(C(=O)O)cc12	-3	x	14	x	-2	-15	-1.1	0.0
COc1cccc(C2Nc3ccccc3C(=O)N2Cc2ccccc2)c1 (stereo not given)	7	4	-4	x	9	-25	-0.3	0.2
O=C(O)[C@@H]1[C@@H](CO)[C@@H]2Cn3c(ccc(-c4ccccc4F)c3=O)[C@@H]2N1C(=O)c1cnccn1	1	10	-8	-3	x	-4	-0.1	0.8
CCO[C@@H]1OC(C(N)=O)=C[C@H](c2ccccc2)[C@H]1CCCO	6	-1	3	3	12	-7	-0.3	0.1
Cc1noc(C)c1S(=O)(=O)N(C)C[C@@H]1Oc2ccc(NC(=O)Nc3ccc(C(F)(F)F)cc3)cc2CC(=O)N([C@H](C)CO)C[C@@H]1C	x	-5	8	1	4	x	0.3	0.6
CC(C)(C)c1ccc(S(=O)(=O)N2CCCC2C(=O)NC2=NCCS2)cc1 (stereo not given)	-6	-1	x	-28	x	4	x	x
COc1cccc(C2C3=C(CCCC3=O)Nc3[nH]n(-c4ccccc4)c(=O)c32)c1 (stereo not given)	-6	x	-1	x	x	-9	x	0.0

Reprinted at random: 2 entries already listed.
SMILES	S100A4 inh HTS	RAD54 branch	EWS-Fli inh	esBAF inh	FN deposition inh	RAD52 inh	E-sel inducer	XiGFP reactiv
COc1ccc(CNc2ccccn2)c(O)c1	-4	-13	-6	-4	4	-14	0.1	0.1
Cc1nn(-c2ccccc2)c2nc(Cl)c(C(=O)O)cc12	-3	x	14	x	-2	-15	-1.1	0.0

(list continues)
SMILES	S100A4 inh HTS	RAD54 branch	EWS-Fli inh	esBAF inh	FN deposition inh	RAD52 inh	E-sel inducer	XiGFP reactiv
COc1ccc(NC(=O)COC(=O)CC2CC3CCC2C3)c([N+](=O)[O-])c1 (stereo not given)	-7	x	-1	x	3	-1	0.0	0.3
CC(=O)Nc1cc(C)nn1-c1nc2ccccc2s1	2	x	-51	x	x	-21	x	0.1
C[C@H]1CN([C@@H](C)CO)S(=O)(=O)c2ccc(C3=CCCC3)cc2O[C@H]1CN(C)S(=O)(=O)c1cn(C)cn1	-17	-3	-3	-2	1	-7	0.1	-0.1
Cc1ccc(NC(=S)NNC(=O)CSc2nnc(-c3ccc(Cl)cc3)n2C2CCCCC2)cc1	-22	x	8	x	6	-17	-1.1	-0.2
CC(=O)Nc1ccc(S(=O)(=O)NCCC(=O)NCCOc2ccccc2)cc1	0	5	-2	-6	-4	-22	x	0.1
N#C[C@@H]1[C@@H](c2ccc(C3=CCCC3)cc2)[C@@H](CO)N1C(=O)Cc1ccncc1	0	-9	7	-1	-1	2	0.3	0.3
Cc1ccccc1CN(C)C1CCN(C)CC1	-14	-11	-1	-5	5	-6	x	-0.1
Cn1c(=O)c2c(ncn2CC(N)=O)n(C)c1=O	13	-3	x	-2	x	-1	x	x
COc1cc(Cl)c(CNC[C@H]2O[C@@H](n3cnc(C(N)=O)n3)[C@H](O)[C@@H]2O)c(Cl)c1O	-5	-11	4	3	5	1	0.1	0.2
Cc1cccc(OC(=O)Nc2ccc(C(=O)O)c(O)c2)c1	-12	-2	-4	-7	0	-5	0.1	-0.1
C[C@H](C(=O)N(C)C[C@@H]1OCc2ccccc2-c2ccccc2C(=O)N([C@H](C)CO)C[C@@H]1C)c1ccccc1	x	x	1	3	-5	x	-0.2	-0.9
COc1ccc([N+](=O)[O-])cc1NC(=O)c1cncc(Br)c1	-7	x	-10	x	2	-10	3.8	0.0
CC1CCC(NC(=O)c2cc(S(=O)(=O)N(C)C)ccc2N2CCCC2)CC1 (stereo not given)	-3	-5	-15	x	x	-5	0.8	0.0
CC(C)NC(=O)N1Cc2cc(C(=O)NCC(F)(F)F)nc(-c3cccc(-c4cc5ccccc5o4)c3)c2[C@H]1CCO	-6	x	x	x	-6	-26	0.2	0.1
O=C(Cc1ccccc1)N1C[C@H]2[C@@H](c3ccccc31)[C@H](CO)N2C(=O)C1CCOCC1	-4	8	1	-3	x	-3	-0.1	0.2
COc1ccc(N(C(=O)c2cnsn2)C(C(=O)NC2CCCCC2)c2ccncc2)cc1 (stereo not given)	3	x	5	x	-13	-12	x	0.0
COc1ccc(/C=N/NC(=O)CCn2cnc3ccccc32)cc1	-6	-2	-14	x	-6	-9	-0.1	0.0
CC(C)Oc1ccc(CNC(=O)C2CCN(C(=O)N3CCOc4ccccc43)CC2)cc1	3	-14	6	-3	-10	-8	4.9	-0.1
Cc1ccc(Cn2nnc3c(=O)[nH]c(C4CCN(S(=O)(=O)Cc5ccccc5)CC4)nc32)cc1	-5	-26	9	-4	3	-8	-0.1	0.0
Cc1ccc(CNC(=O)C2CCC(=O)N2Cc2ccc(C)cc2)cc1 (stereo not given)	-5	8	8	16	14	-15	0.3	-0.1
CC[C@]12c3[nH]c4ccccc4c3CCN1C(=O)C(CC(=O)NC(C)(C)C)C[C@@H]2C(=O)N1CCN(C(=O)C2CC2)CC1 (stereo not given in full)	4	7	-8	-5	12	-7	-0.1	0.1
COc1ccc(C(CNC(=O)Cn2[nH]c(=O)c3ccccc3c2=O)N2CCCC2)cc1 (stereo not given)	x	10	x	2	-2	x	-3.1	x
Cc1cc(C(=O)OCC(=O)NCc2ccc3c(c2)OCO3)c2ccccc2n1	-2	x	-2	x	-12	-11	5.4	0.4
CCOc1cc2[nH]c(=S)n(Cc3ccc(C(=O)NCCCN4CCOCC4)cc3)c(=O)c2cc1OCC	0	5	6	-2	-23	13	x	0.0
CCN(CC)C(=O)Cn1cc(SCC(=O)NC2CCCC2)c2ccccc21	4	x	6	x	1	4	-1.6	0.8
COc1cc(C(=O)NNC(=O)c2cccc(Cl)c2)ccc1OCC(=O)N1CCOCC1	-1	13	-5	3	0	-6	3.9	0.1
CC(C)n1c(N2CCN(C(=O)Nc3ccc(Cl)cc3)CC2)nc2ccccc21	-3	2	12	6	5	-1	-0.1	0.5
[N-]=[N+]=NCc1ccccc1C[C@]1(C(=O)NCC(O)CO)COC(c2ccc(OCCCO)cc2)=N1 (stereo not given in full)	-2	2	-2	x	x	20	x	x
C/C(=N\NC(=O)c1cc(-c2ccc(Br)s2)[nH]n1)c1ccncc1	-3	7	-5	3	21	-18	0.0	0.3
C[C@@H]1CN([C@H](C)CO)C(=O)c2cc(-c3ccc(F)cc3)cnc2O[C@H]1CN(C)C(=O)c1ccccn1	-12	-6	-5	3	0	-6	0.3	-1.4
CCOC(=O)c1c(N)sc(C(O)(C(F)(F)F)C(F)(F)F)c1-c1ccc(OC)cc1OC	2	-1	7	0	x	0	x	x
CCOc1ccc2nc(NC(=O)CSCC(=O)Nc3cc(C)on3)sc2c1	4	-1	60*	5	0	1	0.3	-0.1
CCN(CC)S(=O)(=O)c1ccc(C(=O)NCc2n[nH]c(=S)n2Cc2ccccc2)cc1	5	-4	11	-2	x	-15	x	x
CSCC[C@H](NC(=O)[C@H]1N2C(=O)c3ccccc3C2SC1(C)C)C(=O)NCc1ccncc1 (stereo not given in full)	-4	0	x	-5	-7	-8	x	0.0
CCCNC(=O)C[C@H]1CC[C@H]2[C@@H](COC[C@@H](O)CN2C(=O)c2cccnc2)O1	-1	3	-8	5	0	-9	0.3	0.2
COc1cccc(C(=O)NCCS(=O)(=O)NCc2ccc(Cl)cc2)c1	1	4	-5	4	2	10	-0.4	-0.2
C[C@H]1CN([C@@H](C)CO)C(=O)c2c(c3ccccc3n2C)-c2ccccc2CO[C@@H]1CN(C)C(=O)[C@@H](Cc1ccccc1)N(C)C	-1	-8	-42	-2	-4	15	0.0	0.4
Cc1noc(C)c1NC(=O)Nc1ccc2c(c1)CC(=O)N([C@H](C)CO)C[C@@H](C)[C@H](CN(C)Cc1ccc(Oc3ccccc3)cc1)O2	x	6	13	14	x	x	-8.7	0.1
C[C@H]1CN([C@@H](C)CO)C(=O)Cc2cc(NC(=O)C3CC3)ccc2O[C@@H]1CN(C)C(=O)Nc1cccc2ccccc12	-12	0	-3	4	x	3	-0.1	0.2
CCCN(C(=O)c1ccc(N2CCCC2=O)cc1)c1c(N)n(Cc2ccccc2)c(=O)[nH]c1=O	6	-3	-8	6	2	-16	1.8	0.0
Cc1cc(SCNC(=O)c2ccccc2)nc(C(C)C)n1	-4	x	-2	x	-3	-7	x	0.0
COc1cc(CN2C[C@@H](CO)O[C@@H](n3cnc4c(NC5CC5)ncnc43)C2)cc(OC)c1OC	-1	-7	-4	-4	0	-5	x	0.0
O=[N+]([O-])c1ccc(N2CCN(S(=O)(=O)c3ccc4ccccc4c3)CC2)cc1NCC1CCCO1 (stereo not given)	2	0	14	x	0	-2	x	-0.1
Cc1noc(C)c1S(=O)(=O)Nc1cccc2c1O[C@@H](CN(C)Cc1ccc(C(=O)O)cc1)[C@@H](C)CN([C@H](C)CO)C2=O	3	1	-15	-3	x	-12	-1.8	0.0
CCOC(=O)C1=C(C)Nc2ccccc2N=C1NC(=O)c1ccc(Cl)c(S(=O)(=O)N2CCCC2)c1	-5	x	8	x	3	-295	x	0.3
CCOc1ccc(C(CC(=O)O)n2cnnn2)cc1 (stereo not given)	3	11	-7	1	7	-30	-0.3	0.0
CCc1nc(N2[C@H](C#N)[C@H](c3ccccc3-c3ccccc3F)[C@H]2CO)sc1C	12	x	2	x	-2	-7	-0.1	0.0
Cc1cc(C)cc(NC(=O)c2nccnc2C(=O)O)c1	-3	3	-1	1	-4	-2	0.1	0.7
COC(=O)C1=C(C)N(Cc2ccc(C(F)(F)F)cc2)C(=NCC2CC2)NC1c1ccccc1C(F)(F)F (stereo not given)	-7	x	35	x	-3	-11	2.1	0.2
O=C(COC(=O)CNC(=O)c1ccc(Cl)c([N+](=O)[O-])c1)NC(=O)c1ccccc1	2	-1	13	-8	2	-13	-0.2	0.1
O=C(Nc1ccc(NC(=O)c2ccc(Cl)c(S(=O)(=O)N3CCOCC3)c2)cc1)c1ccccc1	2	-2	x	0	0	-12	0.0	-0.1
Cc1cc(C)n2nc(C(F)(F)F)c(-c3ccccc3)c2n1	10	6	9	-10	-4	-5	0.6	0.1
